GluA2 TARP mod: modulators of GluA2-stargazin AMPA receptor complexes, primary screen, cell-based, membrane potential dye; Voltage-dependent calcium channel gamma-2 subunit (Mus musculus) + Glutamate receptor 2 …; HEK293 GluA2+stargazin, membrane potential dye (FDSS), glutamate EC50; hits were called plate by plate, in both directions; calls only at 30 µM; actives 3.5% (n = 40,000); AID 1259245, 2017;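 active = any of four per-well response measures lying three or more SD from its plate-wide compound average, in either direction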
Target sequence (O88602 whole entry, looked up): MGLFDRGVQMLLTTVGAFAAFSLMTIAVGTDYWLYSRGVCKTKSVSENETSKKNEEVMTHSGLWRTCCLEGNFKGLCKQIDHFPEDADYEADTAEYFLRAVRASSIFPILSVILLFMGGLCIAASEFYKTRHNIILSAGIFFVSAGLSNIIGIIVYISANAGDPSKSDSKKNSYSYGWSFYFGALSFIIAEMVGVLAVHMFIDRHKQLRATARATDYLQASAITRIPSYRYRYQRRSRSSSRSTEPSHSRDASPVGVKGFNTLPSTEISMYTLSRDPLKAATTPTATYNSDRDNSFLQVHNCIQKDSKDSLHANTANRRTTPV
Target sequence (P19491 whole entry, looked up): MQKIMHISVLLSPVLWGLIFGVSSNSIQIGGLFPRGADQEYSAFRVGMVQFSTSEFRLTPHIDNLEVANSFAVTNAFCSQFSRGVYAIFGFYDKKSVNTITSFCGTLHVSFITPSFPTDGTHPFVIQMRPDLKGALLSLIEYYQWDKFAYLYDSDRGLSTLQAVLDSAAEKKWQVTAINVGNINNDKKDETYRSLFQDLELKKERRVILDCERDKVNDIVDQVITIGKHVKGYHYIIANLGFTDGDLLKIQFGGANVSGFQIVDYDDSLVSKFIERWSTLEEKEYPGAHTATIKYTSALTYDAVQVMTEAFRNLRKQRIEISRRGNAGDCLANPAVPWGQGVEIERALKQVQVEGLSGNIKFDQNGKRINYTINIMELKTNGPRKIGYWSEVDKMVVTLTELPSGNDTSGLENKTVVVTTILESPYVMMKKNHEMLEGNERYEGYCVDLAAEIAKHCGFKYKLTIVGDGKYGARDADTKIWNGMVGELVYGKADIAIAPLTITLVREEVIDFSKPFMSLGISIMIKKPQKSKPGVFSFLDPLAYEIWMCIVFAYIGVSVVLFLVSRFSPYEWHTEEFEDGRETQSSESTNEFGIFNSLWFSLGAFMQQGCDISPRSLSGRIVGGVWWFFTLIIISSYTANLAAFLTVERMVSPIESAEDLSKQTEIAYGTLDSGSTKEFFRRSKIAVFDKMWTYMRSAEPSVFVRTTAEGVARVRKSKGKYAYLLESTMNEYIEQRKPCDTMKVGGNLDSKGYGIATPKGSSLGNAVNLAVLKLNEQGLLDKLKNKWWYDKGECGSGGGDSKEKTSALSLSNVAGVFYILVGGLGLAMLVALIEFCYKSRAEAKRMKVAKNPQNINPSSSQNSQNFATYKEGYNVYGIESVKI
GluA2 TARP mod agonism max-min: recorded beside GluA2 TARP mod, whose call it bears; compound max-min signal; compound-alone response (agonism);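 unitless range of fluorescence divided by baseline over first 100 seconds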
GluA2 TARP mod glutamate slope: second read-out of GluA2 TARP mod, no call of its own (marks repeat the call); glutamate slope, % of max; measured here: glutamate response slope, % max;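 scaled per plate between vehicle wells and maximal 1 mM glutamate control wells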
Starred values were filed as active, the others as inactive; i = inactive; + = active, no number; & = joins results of further samples. An excerpt; the hit share may differ from the screen's.

SMILES	GluA2 TARP mod	GluA2 TARP mod agonism max-min	GluA2 TARP mod glutamate slope
COc1ccc(N2CCn3c2nc2c3c(=O)n(CCN3CCOCC3)c(=O)n2C)c(OC)c1	i	0.115	73.4
O=C(c1ccccc1C(F)(F)F)N1CCC(Cn2cnc3ccccc32)CC1	i	0.0859	47.6
Cc1cccn2c(=O)c(C=Nc3ccccc3)c(NCCO)nc12	i	0.222	63.0
CNC(=O)C(=O)NCC1OCCCN1S(=O)(=O)c1ccc(C)cc1 (stereo not drawn)	i	0.0722	49.6
CCOC(=O)CCC(=O)Nc1ccc(C)c(N2CCCCC2=O)c1	i	0.0497	46.1
O=C(CSc1ccc(NC(=O)c2ccco2)nn1)Nc1ccccc1C(F)(F)F	i	0.1	50.3
Cc1ccc(C(=O)Nc2ccc(N3CCCCC3=O)cc2)cc1	i	0.0867	44.0
COc1nn(C)cc1C(=O)NCC(O)(c1ccccc1)C1CC1 (stereo not drawn)	i	0.111	51.2
O=C1CCCC(=O)N1CCS(=O)(=O)NCC1(c2cccs2)CC1	i	0.108	58.2
CCOc1cc(C(=O)Nc2ccc3c(c2)CCC(=O)N3Cc2ccccc2)cc(OCC)c1OCC	i	0.0719	45.4
O=C(c1nc(-c2cnccn2)no1)N1CCn2c1nc1ccccc12	i	0.192	83.8
CC(=O)N1CCc2c(sc(NC(=O)c3cc4ccccc4o3)c2-c2nc3ccccc3s2)C1	i	0.077	38.0
COc1ccc(N2C(=O)CN(Cc3ccc4c(c3)OCO4)C3CS(=O)(=O)CC32)cc1 (stereo not drawn)	i	0.0729	55.6
Cc1nc2ccc3nc(NC(=O)CCCS(=O)(=O)c4ccccc4)sc3c2s1	i	0.13	66.8
Cc1ccc(-c2ccc(SCC(=O)NCC3CCCO3)nn2)cc1C (stereo not drawn)	i	0.0326	56.6
CC(=O)c1cccc(NC(=O)CSc2nc(=O)n(CCCO)c3c2CCCC3)c1	i	0.0566	62.8
Cc1cccn2c(=O)c(C=NCCO)c(NCc3ccco3)nc12	+	0.191*	60.8*
CN(C)C(=O)Cc1ccc(NC(=O)C2(c3ccccc3)CCOCC2)cc1	i	0.0669	34.4
Cc1ccc2c(c1)C(O)(CC(=O)c1ccc(Cl)s1)C(=O)N2 (stereo not drawn)	i	0.0679	27.2
Cc1cc(N(C)C)nc(Nc2ccc(NC(=O)c3ccc4c(c3)OCO4)cc2)n1	+	0.163*	76.9*

Taken from the entries so far (seven entries):
SMILES	GluA2 TARP mod	GluA2 TARP mod agonism max-min	GluA2 TARP mod glutamate slope
Cc1nc2ccc3nc(NC(=O)CCCS(=O)(=O)c4ccccc4)sc3c2s1	i	0.13	66.8
Cc1ccc(-c2ccc(SCC(=O)NCC3CCCO3)nn2)cc1C (stereo not drawn)	i	0.0326	56.6
CC(=O)c1cccc(NC(=O)CSc2nc(=O)n(CCCO)c3c2CCCC3)c1	i	0.0566	62.8
Cc1cccn2c(=O)c(C=NCCO)c(NCc3ccco3)nc12	+	0.191*	60.8*
CN(C)C(=O)Cc1ccc(NC(=O)C2(c3ccccc3)CCOCC2)cc1	i	0.0669	34.4
Cc1ccc2c(c1)C(O)(CC(=O)c1ccc(Cl)s1)C(=O)N2 (stereo not drawn)	i	0.0679	27.2
Cc1cc(N(C)C)nc(Nc2ccc(NC(=O)c3ccc4c(c3)OCO4)cc2)n1	+	0.163*	76.9*

Other structures follow:
SMILES	GluA2 TARP mod	GluA2 TARP mod agonism max-min	GluA2 TARP mod glutamate slope
CC(=O)Nc1ccc(S(=O)(=O)N2CCC(c3nnc(-c4ccco4)o3)CC2)cc1	i	0.112	43.7
Cc1cc(-c2nnc(SCC(=O)Nc3ccc4c(c3)OCCO4)o2)c(C)o1	i	0.0923	59.3
Cc1cccc(-n2ncc3c(=O)n(CC(=O)N4CCC(Cc5ccccc5)CC4)cnc32)c1C	i	0.122	64.9
Cc1cc(N2CCN(C(c3ccccc3)c3ccccc3)CC2)n2nc(C(F)(F)F)nc2n1	i	0.0973	67.5
Cc1ccc(-c2noc(-c3c(C)cc(C)n(CC(=O)NCc4ccc5c(c4)OCO5)c3=O)n2)cc1	i	0.0758	55.9
CC(C)(C)c1cc(C(=O)O)nc2ncnn12	i	0.134	57.7
CC(C)(C)C(=O)N(Cc1ccccn1)Cc1ccco1	i	0.106	54.1
CC(C)(C)NS(=O)(=O)c1ccc(NC(=O)Cn2cncn2)cc1	i	0.0908	64.0
COc1ccc(Cl)cc1NC(=O)Nc1ccc(N2CCCS2(=O)=O)cc1	i	0.163	49.2
COc1cc(NC(=O)Nc2ccc(CC(=O)N3CCCC3)cc2)cc(OC)c1	i	0.14	33.0
O=C(CCc1csc(NS(=O)(=O)c2ccccc2)n1)Nc1ccc2c(c1)OCO2	i	0.147	63.0
COc1ccc(CNC(=O)/C(C#N)=C/N2CCN(c3cccc(C)c3C)CC2)cc1	i	0.108	68.7
CS(=O)(=O)N1CCCCC1C(=O)Nc1nnc(-c2ccco2)o1 (stereo not drawn)	i	0.0914	57.8
C=CCn1c(SCc2nc(-c3ccc(C)cc3)no2)nc2cc3c(cc2c1=O)OCO3	i	0.087	53.1
O=C(NCc1ccc(Cl)cc1)Nc1nnc(Cc2ccccc2)o1	i	0.0971	59.9
COc1cccc(-c2ccc(=O)n(CCCC(=O)Nc3cccc(Cl)c3C)n2)c1	i	0.0296	27.4
Cc1ccc(NC(=O)Cn2c(=O)n(C3CC3)c(=O)c3nscc32)c(C)c1	i	0.101	51.5
COc1cc(OC)cc(C(=O)Nc2nnc(-c3ccc(OC)c(OC)c3)o2)c1	+	0.139*	41.3*
Cc1ccc2nc3c(cc(C(=O)N4CCCCC4)n3C)c(=O)n2c1	i	0.106	65.4
COc1cc(NC(=O)COc2cccc(C)c2)ccc1N1CCCCC1=O	i	0.0468	40.2
O=C1CCCN1c1cccc(NS(=O)(=O)c2ccc(Cl)s2)c1	i	0.0584	39.6
CS(=O)(=O)N1CCCC(C(=O)Nc2nc(-c3ccc(F)cc3)cs2)C1 (stereo not drawn)	i	0.0888	39.7
O=C(c1cccs1)N1CCN(c2cc(N3CCCC3)ncn2)CC1	+	0.24*	49.6*
CC(C)c1cc(=O)[nH]c(-n2nc(C3CC3)cc2NC(=O)c2ccc(Cl)cc2Cl)n1	i	0.133	66.4
CCC(CC)C(=O)N1CCN(c2ncnc3c2nnn3-c2ccc(Cl)cc2)CC1	i	0.0731	62.4
Cc1ccc(S(=O)(=O)NC(C)C)c(C)c1N(C)S(=O)(=O)c1ccccc1	i	0.029	47.3
COc1ccccc1CNC(=O)C(=O)NCCCN1CCCC1=O	i	0.0973	59.2
Cc1nn(C2CCS(=O)(=O)C2)c2nc(-c3cccs3)cc(C(=O)Nc3ccc4c(c3)OCO4)c12 (stereo not drawn)	i	0.0661	33.0
CCSc1nnc(NC(=O)c2nnn(-c3ccccc3)c2C)s1	i	0.0681&0.0413	45.3&113.8
COc1ccccc1C(=O)N1CCC(c2nnc(-c3ccc(F)cc3)o2)CC1	i	0.0986	49.6
COc1ccccc1NC(=O)CSc1nc(-c2ccccc2)[nH]c1S(=O)(=O)c1ccccc1	+	0.134*	73.6*
CCCCOc1ccc(C(=O)NCC(O)c2sccc2C)cc1 (stereo not drawn)	i	0.0922	53.7
CCN(CC)C(=O)Oc1ccc2c(c1)O/C(=C\c1ccc(OC)cc1OC)C2=O	i	0.11	62.1
NC(=O)c1oc2ccccc2c1NC(=O)C(=O)NCc1ccc(F)cc1	i	0.0908	46.3
COc1cc(NC(=O)c2ccc(=O)n(Cc3cccc(F)c3)n2)cc(OC)c1	i	0.0639	53.7
COc1ccc(CNC(=O)C(=O)Nc2c3c(nn2C(C)(C)C)CS(=O)(=O)C3)cc1	i	0.0733	85.9
COc1ccc(OC)c2sc(N(CCN3CCOCC3)C(=O)c3ccccc3)nc12	i	0.179	68.5
CN(C)S(=O)(=O)NCC#CCN1CCc2ccccc2C1	i	0.0659	57.8
C=CCn1c(=O)c2c(nc3n(CC(=O)OCC)c(C)cn23)n(C)c1=O	i	0.111	51.3
CC(C)(C)n1ncc2c(=O)n(NC(=O)c3ccc(F)c(F)c3)cnc21	i	0.0405	42.7
COc1ccc(NC(=O)C(C)(C)C)cc1N1CCCCC1=O	i	0.0405	54.1
O=C(Cc1ccccc1)NCCn1ncc2c(N3CCN(c4ccccc4)CC3)ncnc21	i	0.052	61.2
CSc1ccc(CC(=O)Nc2nc(-c3ccc(C#N)cc3)cs2)cc1	i	0.0987	55.6
CCOC(=O)COc1ccc2c(=O)c(-c3ccccc3)c(C)oc2c1	i	0.0241	48.9
COC(CNC(=O)C(=O)Nc1ccc2c(c1)N(C(=O)C(C)C)CCC2)OC	i	0.0555	53.5
CN(C1CCCC1)S(=O)(=O)c1ccc(C(=O)Nc2ccc(S(N)(=O)=O)cc2)cc1	i	0.0512	36.8
CS(=O)(=O)N1CCCc2cc(NS(=O)(=O)c3ccc(Cl)cc3)ccc21	i	0.0474	41.2
COCCN1CCC(CNS(=O)(=O)c2cccc3ccccc23)CC1	i	0.0312	54.4
COCC(=O)NCc1cc(C)on1	i	0.0505	40.2
CCS(=O)(=O)c1ccc(CC(=O)N(Cc2ccccn2)c2nc3c(F)cccc3s2)cc1	i	0.0621	56.7
CCOc1ccc(-c2ccc(N3CCN(C(=O)Nc4ccc(C)c(F)c4)CC3)nn2)cc1	i	0.0532	43.7
CN1CCN(c2ccc(NC(=O)c3sc4ccccc4c3Cl)cc2)CC1	i	0.0391	52.6
COc1ccccc1CCNC(=O)Cc1csc(NC(=O)C2CCC(=O)N2)n1 (stereo not drawn)	i	0.0585	50.5
O=C(CN1CCN(C2c3ccccc3-c3ccccc32)CC1)Nc1cccc(F)c1	i	0.0766	47.4
CC(C)C(=O)Oc1ccc2c(c1)O/C(=C\c1ccccc1)C2=O	i	0.115	54.1
O=C(Cn1c(=O)n(C2CC2)c(=O)c2nscc21)Nc1ccc(Cl)cc1	i	0.132	50.5
Cn1cnc2cc(OC(=O)COc3ccc(Cl)cc3)ccc21	i	0.15	52.9
O=C(CCSc1ccccc1)NCC(O)(c1ccco1)C1CC1 (stereo not drawn)	i	0.0779	67.4
O=C1CCc2cc(S(=O)(=O)N3CCN(Cc4ccccc4)CC3)cc3c2N1CCC3	i	0.0742	52.7
Cc1ccc(NC(=O)CCCOc2ccc(C)cc2)cc1	i	0.069	68.0

More entries
SMILES	GluA2 TARP mod	GluA2 TARP mod agonism max-min	GluA2 TARP mod glutamate slope
COc1ccc2c(CC(=O)N3CCN(c4ccccc4F)CC3)cc(=O)oc2c1	i	0.0523	54.6
COc1ccc(C(=O)Nc2nnc(-c3cc(OC)c(OC)c(OC)c3)o2)cc1	i	0.202	70.0
Cc1ccc(Nc2ccc(NS(=O)(=O)c3cccs3)cc2)nn1	i	0.144	56.8
CCCCN1CC(c2nc3ccccc3n2CCOc2ccccc2)CC1=O (stereo not drawn)	i	0.122	33.2
COc1ccc(-c2c(NC(=O)c3ccco3)sc3ccccc3c2=O)cc1OC	+	0.222*	58.4*
O=C(NC(c1ccccc1)c1ccccc1)N1CCC(c2nnc(-c3ccco3)o2)CC1	i	0.0464	66.3
O=C(NNC(=O)c1ccc(=O)n(Cc2ccccc2)c1)c1ccc(Cl)cc1	i	0.081	50.7
C=CCn1c(N)c(S(=O)(=O)c2ccc(Cl)cc2)c2nc3ccccc3nc21	i	0.147	56.0
Cc1cccc(C(C)C)c1NC(=O)CSc1ncnc2[nH]ncc12	i	0.0513	63.3
CC(=O)N1CCc2c(sc(NC(=O)C3CCCCC3)c2-c2nc3ccccc3s2)C1	i	0.127	71.4
CCc1cc(=O)[nH]c(SCc2nc(-c3ccc(OC)cc3OC)no2)n1	i	0.0641	60.7
CC(C)C(=O)Nc1ccc(S(=O)(=O)NCCC(O)c2cccs2)cc1 (stereo not drawn)	i	0.12	53.2
COCCNC(=O)COc1ccc(-c2ccccc2)cc1Br	i	0.0629	78.4
COC(=O)Cc1c(C)c2ccc(OC3CCCCC3=O)cc2oc1=O (stereo not drawn)	i	0.0351	52.2
CS(=O)(=O)N1CCCC(C(=O)Nc2ccccc2-c2nc3ccccc3[nH]2)C1 (stereo not drawn)	i	0.0745	45.5
CCSc1ccccc1C(=O)N1CCN(c2ccc(-c3ccccn3)nn2)CC1	+	0.198*	45.0*
COc1ccc2c(=O)c(Oc3ccc(C(=O)Nc4ncc([N+](=O)[O-])s4)cc3)c(C)oc2c1	i	0.0933	62.3
CC1CC(C)CN(c2nc3c(c(=O)n(C)c(=O)n3C)n2CC(=O)O)C1 (stereo not drawn)	i	0.049	45.4
Cc1ccc(-c2c(C)nn3c(NCCN(C)C)cc(C)nc23)cc1	i	0.156	45.3
CC1CCc2cc(F)ccc2N1C(=O)C1CN(C(=O)c2cccs2)C1 (stereo not drawn)	i	0.0536	59.4
CC(=O)Cc1nsc(NC(=O)c2oc3ccc(C)cc3c2C)n1	i	0.0995	60.2
COc1ccc(OC)c(-c2ccc(=O)n(CCNC(=O)Nc3ccccc3)n2)c1	i	0.0874	50.5
C=CCc1ccc(OCC(O)CN2C(C)CCCC2C)c(OC)c1 (stereo not drawn)	i	0.0741	50.5
CCOc1ccc(NC(=O)CSc2cnc3cc(S(=O)(=O)N4CCCCC4)ccc3n2)cc1	i	0.103	57.5
CCOc1ccc(CNC(=O)C(=O)c2cn(CC(=O)N3CCOCC3)c3ccccc23)cc1OC	i	0.102	58.9
O=C(CCCc1ccccc1)N1CCN(c2ncnc3c2nnn3-c2ccccc2)CC1	i	0.0307	42.2

Another view of 2 compounds above:
GluA2 TARP mod	GluA2 TARP mod agonism max-min	GluA2 TARP mod glutamate slope	smiles
i	0.102	58.9	CCOc1ccc(CNC(=O)C(=O)c2cn(CC(=O)N3CCOCC3)c3ccccc23)cc1OC
i	0.103	57.5	CCOc1ccc(NC(=O)CSc2cnc3cc(S(=O)(=O)N4CCCCC4)ccc3n2)cc1

Compound activity deposited in PubChem by Vanderbilt High Throughput Screening Facility.
